ASAP1 inh = ASAP1 ArfGAP inhibition; 360,000 compounds, 0.19% hits; inhibition, % at 16.5 µM; ASAP1-stimulated ARF1 GTP hydrolysis, GDP FP detection; in the data active = inhibition above about 25%;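 note: 0% = vehicle with enzyme and substrate and 100% = no enzyme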
Target sequence (Q9ULH1 325-724 limits assumed): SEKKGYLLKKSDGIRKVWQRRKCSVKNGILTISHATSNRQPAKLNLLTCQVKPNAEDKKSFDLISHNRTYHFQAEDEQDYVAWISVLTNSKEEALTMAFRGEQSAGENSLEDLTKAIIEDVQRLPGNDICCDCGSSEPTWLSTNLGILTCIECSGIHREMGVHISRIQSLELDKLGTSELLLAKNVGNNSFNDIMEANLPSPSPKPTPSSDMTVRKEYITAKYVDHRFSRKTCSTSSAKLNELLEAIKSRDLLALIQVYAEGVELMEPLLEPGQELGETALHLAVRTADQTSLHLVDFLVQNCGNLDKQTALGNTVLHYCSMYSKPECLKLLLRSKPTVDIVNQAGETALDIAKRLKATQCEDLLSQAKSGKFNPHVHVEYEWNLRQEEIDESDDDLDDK
LEDGF integ inh = blocks HIV-1 LEDGF/p75-dependent DNA integration; TR-FRET IN-LEDGF/p75 DNA integration, Eu/Cy5; inhibition, % at 3.7 µM; 370,000 compounds, 0.64% hits;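 active = inhibition above the screen-wide mean plus 3 SD, cut at about 13% in these data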;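 note: signal is the Cy5 over europium emission ratio at 671 and 618 nm; 0% = plate median of compound wells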
ADAM10 inh = ADAM10 inhibition, QFRET primary screen. inhibition, % at 7 µM. AID 720582. recombinant ADAM10, EDANS/DABCYL FRET peptide cleavage, 3 h. O14672. 370,000 compounds, 0.62% hits;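 active = inhibition above a per-campaign cutoff equal to the mean of compounds falling between control-based bounds plus 3 SD, cut at about 20% in these data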;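 note: 0% = DMSO wells while the 100% control is not disclosed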
TDP2 absorb = TDP2 (human) inhibition, absorbance primary screen; O95551; recombinant TDP2, T5PNP hydrolysis, p-nitrophenol absorbance 415 nm; inhibition, % at 12.8 µM; 370,000 compounds, 0.34% hits;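 active = inhibition above the mean of all tested compounds plus 3 SD, set per campaign, cut at about 25% in these data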;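 note: 0% = DMSO with enzyme and 100% = buffer with substrate but no TDP2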
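test system = human TDP2 enzyme | input = TDP2 enzyme at 120 nM final | medium = 50 mM Tris-HCl pH 7.5 with Mg2+, KCl, DTT, BSA | also added = T5PNP substrate, 5 mM | times = 2 h at 37 °C | technique = epi absorbance | benchmarks = high control without enzyme, low control DMSO plus TDP2 | replication = each compound tested once, singlicate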
PLCg1 inh = PLC-gamma1 (human) inhibition, primary screen. 370,000 compounds, 0.84% hits. purified PLC-gamma1, fluorogenic substrate, fluorescence. inhibition, % at 12.2 µM. P19174. AID 720700; in the data active = inhibition above about 9.5%
ARFGAP1 inhibitor = inhibitors of rat ARFGAP1; Q62848; Arfgap1-stimulated ARF1 GTP hydrolysis, GDP FP detection; inhibition, % at 16.5 µM; 360,000 compounds, 0.26% hits; AID 651572;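 active = inhibition above a per-plate limit, mean inhibition of low control wells plus 3 SD, cut at about 25% in these data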;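 note: 0% = DMSO wells with enzyme and 100% = wells lacking Arfgap1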
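Assay system: purified rat His6-Arfgap1 residues 1-136 (GAP domain); Reagent: human Δ17 ARF1 bound to GTP; Dosing: 16.5 µM single point, 1.26% DMSO; Times: GTP hydrolysis reaction 2 h at 25 °C; Signal: FP, GDP Alexa 633 tracer displaced from anti-GDP antibody, 620/688 nm; Measure: % inhibition from polarization.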
DDE Tn6 FP inh = disrupts Tn6 cyclic peptide binding to fibrin D-Dimer-E complex; P02675; Fibrin DD(E) TRITC-Tn6 fluorescence polarization displacement; inhibition, % at 8.3 µM; 370,000 compounds, 0.21% hits;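 active = inhibition above a per-campaign cutoff: mean of compounds within control limits plus 3 SD, cut at about 15% in these data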;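 note: 0% = median of all compound wells on the plate and 100% = blocking peptide control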
ADAM17 inh = inhibits human ADAM17; AID 720648; inhibition, % at 6.95 µM; 370,000 compounds, 0.83% hits; recombinant ADAM17, EDANS/DABCYL FRET peptide cleavage;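 active = inhibition above the mean of compounds lying between control limits plus 3 SD, set per campaign, cut at about 8.5% in these data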;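 note: 0% = DMSO-only wells as the low control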
Target sequence (P78536 215-824 limits assumed): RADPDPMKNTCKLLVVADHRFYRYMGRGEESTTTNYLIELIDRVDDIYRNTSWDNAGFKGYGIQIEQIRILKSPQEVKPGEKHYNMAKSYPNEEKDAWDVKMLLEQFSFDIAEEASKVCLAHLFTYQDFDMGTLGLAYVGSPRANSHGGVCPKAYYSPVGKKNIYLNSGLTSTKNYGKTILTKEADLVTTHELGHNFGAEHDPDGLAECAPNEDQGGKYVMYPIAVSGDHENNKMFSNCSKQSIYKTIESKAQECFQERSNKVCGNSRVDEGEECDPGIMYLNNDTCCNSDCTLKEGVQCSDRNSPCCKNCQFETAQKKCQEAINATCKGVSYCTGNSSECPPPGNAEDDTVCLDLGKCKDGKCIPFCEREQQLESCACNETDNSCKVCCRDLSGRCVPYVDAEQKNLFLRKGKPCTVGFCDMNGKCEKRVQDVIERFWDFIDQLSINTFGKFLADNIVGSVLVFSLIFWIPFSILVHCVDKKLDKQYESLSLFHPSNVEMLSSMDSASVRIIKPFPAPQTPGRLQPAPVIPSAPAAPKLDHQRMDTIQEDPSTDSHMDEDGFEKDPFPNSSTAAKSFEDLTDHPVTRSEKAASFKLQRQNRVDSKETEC
Tn7 DDE FP = disrupts Tn7 cyclic peptide binding to fibrin D-Dimer-E complex | P02675 | FP displacement of FITC-Tn7 peptide from fibrin DD(E); 0% = median of compound wells per plate | inhibition, % at 8.3 µM | 370,000 compounds, 0.13% hits | AID 720508;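 active = inhibition above the mean of compounds falling within the control limits plus 3 SD of them, cut at about 14% in these data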;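 note: 0% = plate median of compound wells and 100% = 10 µM Aha-Tn7 peptide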
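system = human fibrin DD(E) protein | quantity = DD(E) 2 µM final | medium = Tris/NaCl/CaCl2 buffer, pH 7.8 | also added = labelled Tn7 tracer, 0.1 µM | compound dosing = single point at 8.3 µM | timing = compound with protein 10 min, then 3 h after probe, room temperature | signal = FP measurement | benchmarks = Aha-Tn7 high control | repeats = one replicate per compound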
KLK7 zymogen act = activates the human kallikrein-7 zymogen | activation, % at 7 µM | 370,000 compounds, 0.9% hits | purified proKLK7, EDANS-DABCYL substrate fluorescence; 100% is mature enzyme control, 0% vehicle;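 active = activation above the mean of all tested compounds plus 3 SD, computed per campaign excluding outliers beyond control limits, cut at about 13% in these data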
An asterisk follows results filed as active; i = inactive; / = no result given; & = joins results of further samples.

SMILES | ASAP1 inh | LEDGF integ inh | ADAM10 inh | TDP2 absorb | PLCg1 inh | ARFGAP1 inhibitor | DDE Tn6 FP inh | ADAM17 inh | Tn7 DDE FP | KLK7 zymogen act
C=CCNc1nc(SC)nc2ccsc12 | -4 | 2 | 1 | -4 | 1 | -3 | 2 | 0 | -8 | -0.3
CC(C)Oc1ccc(/C=C(/NC(=O)c2ccccc2)C(=O)NCCC(=O)O)cc1 | -4 | -2 | 11 | -10 | 5 | 2 | 0 | 4 | -4 | 0.0
COC(=O)c1ccc(NC(=O)CCN2CCCCC2)cc1 | -1&4 | 2&-3 | 6&3 | -3&1 | 2&-1 | 10&9 | 5&6 | 0&-2 | 3&-2 | 0.1&0.0
O=C(N/N=C1\CCCc2ccccc21)c1ccc([N+](=O)[O-])cc1Cl | 0 | -2 | 0 | 14 | -2 | 1 | -11 | -4 | 5 | 0.1
CCN(CC)CC(=O)Nc1c(Br)ccc2c1OCO2 | -5 | -1 | -4 | 3 | -1 | -3 | 5 | -2 | -4 | 0.2
CCc1cccc(CC)c1-n1c(SCC(=O)N2CCc3ccccc32)nc(O)cc1=O | 11 | -1 | -15 | 3 | 2 | 13 | -6 | -3 | 5 | 0.0
Cc1ccc(C#N)c(SCC(=O)Nc2nccs2)n1 | 2 | 3 | -183 | -9 | i | 10 | -3 | -60 | 0 | 130*
O=C(NNS(=O)(=O)c1ccccc1)C1CCCCC1 | 9 | -4 | -4 | 11 | -2 | 3 | -8 | -5 | -3 | -0.1
CN(C(=O)CC(=O)Nc1ccc(Cl)c(Cl)c1)c1ccccc1 | 2 | -1 | -3 | 4 | 3 | -1 | -5 | -6 | 5 | 0.6
O=C(N/N=C/c1ccc(OCC(=O)N2CCOCC2)cc1)c1ccccc1Cl | -8 | 5 | 3 | -7 | 2 | 10 | 0 | 2 | -1 | -0.2
Cc1cc(S(=O)(=O)NC(=O)[C@H]2O[C@@H](n3cnc4c(N)ncnc43)[C@H](O)[C@@H]2O)ccc1Br | -17 | -2 | -14 | 8 | 3 | 3 | 1 | 0 | -1 | -0.4
COc1ccc(C(=O)Nc2nc(C)c(C(C)=O)s2)cc1S(=O)(=O)N1CCOCC1 | 6 | 0 | -9 | 4 | -5 | -10 | 1 | -5 | 1 | -0.4
COCc1ccc(C(=O)N2CCCC(C(=O)c3cccc(C(F)(F)F)c3)C2)o1 (stereo not drawn) | -3 | 8 | 3 | -7 | 0 | 0 | -5 | -2 | 2 | -0.2
C#CCNC(=O)C[C@H]1C[C@@]2(C(=O)OC)C(=C[C@H](C(C)C)O[C@@H]2C2CC2)N(Cc2ccco2)C1=O | / | 0 | -3 | -5 | 0 | / | -3 | -2 | 7 | 0.2
COc1ccc(/C(C)=N/NC(=O)CNC(=O)c2cccnc2)c(OC)c1 | 10 | 3 | 15 | -6 | 7 | 11 | -4 | 0 | 5 | -0.4
Cc1ccccc1OCC(=O)NCCN1CCCC1 | -3 | -1 | -7 | 0 | 0 | -9 | 2 | -2 | 7 | -0.1
N#CCC(=O)Nc1ccc(C(=O)OCC(=O)N(C2CCCCC2)C2CCCCC2)cc1 | 10 | 1 | 6 | -1 | -2 | -9 | -1 | 0 | 5 | -0.3
O=C(Nc1c(-c2ccc(F)cc2)nc2ncccn12)c1ccc(F)cc1 | / | 0 | -373 | -3 | -274 | / | -12 | -105 | 2 | 11
COc1ccc(Cc2nc3ccc(C(=O)NC4CCOC4)cc3o2)cc1 (stereo not drawn) | -7 | 0 | -8 | 14 | 0 | 13 | 7 | -1 | 1 | -0.8
Cc1nc(Cl)c(C#N)c2c1CCCC2 | 15 | 2 | 1 | 0 | 5 | -8 | 4 | 2 | -6 | 1.3
COCc1cc(C)nc2sc(C(=O)Nc3cccc(OC)c3)c(N)c12 | -7 | -2 | -49 | 14 | i | -1 | 2 | -23 | -4 | 2.3
O=C(Nc1ccc(-c2cn3ccccc3n2)cc1)c1ccco1 | 11 | -2 | -2 | 12 | -10 | 2 | -12 | -3 | 2 | 0.4
CC(Oc1ccc2c(-c3ccccc3)cc(=O)oc2c1)C(=O)NC(Cc1c[nH]c2ccccc12)C(=O)O (stereo not drawn) | -30 | -1 | -3 | -8 | -10 | 1 | 3 | 0 | -4 | 0.3
COc1ccc(N(C)C2=NS(=O)(=O)c3ccccc32)cc1 | -5 | -2 | -4 | -2 | 2 | 12 | 5 | 0 | 1 | 0.0
Cc1cccn2c(=O)nc(SCC(=O)N3CCCCCC3)nc12 | 8 | 1 | -16 | -15 | 6 | 13 | 3 | 0 | 0 | 0.0
More records
SMILES | ASAP1 inh | LEDGF integ inh | ADAM10 inh | TDP2 absorb | PLCg1 inh | ARFGAP1 inhibitor | DDE Tn6 FP inh | ADAM17 inh | Tn7 DDE FP | KLK7 zymogen act
CCOc1ccc(S(=O)(=O)Nc2cccc(C(=O)N3CCN(c4ccccn4)CC3)c2)cc1 | -17 | -1 | -12 | -1 | 1 | -7 | 6 | -4 | 4 | 0.3
CC(C)OCCCNc1nc2c(cnn2C)c(=O)[nH]1 | -10 | 0 | 3 | -5 | 1 | 0 | 0 | 4 | -8 | -0.2
COc1ccc(OC)c(-c2c[n+](=O)c3c(n2[O-])CCCC3)c1 | -19 | -1 | -3 | 11 | 3 | -7 | 7 | 0 | -1 | -0.4
CC(=O)CSc1nnc(NC(=O)CCc2ccccc2)s1 | -10 | -1 | 8 | 0 | 0 | 1 | 1 | -1 | 3 | -0.3
COC(=O)c1sc(-c2ccccc2)cc1NC(=O)C1CC1 | 4 | -4 | 1 | -2 | 1 | 5 | -6 | 0 | -7 | -0.6
COCCCn1c(SCc2ccc(OC)cc2)nc2cc(OC)c(OC)cc2c1=N | 19 | 1 | -26 | -3 | 0 | 19 | -10 | -7 | 2 | -1.3
O=C(NCCO)c1cccc(-c2cccc3nccn23)c1 | -3 | 5 | -137 | 1 | -101 | 2 | -2 | -46 | 6 | 1.3
O=C(NCCNC(=O)c1cccs1)c1ccco1 | -17 | -3 | -3 | 5 | -1 | 4 | 2 | -4 | -2 | -0.2
COCc1cc(N2CCNC[C@@H]2C)ccc1N1CCN(Cc2ccccc2)[C@H](C)C1 | -9 | 1 | -12 | 4 | -1 | 7 | -3 | -6 | -4 | -0.4
COC(=O)c1ccccc1NC(=O)CN1CCN(C23CC4CC(CC(C4)C2)C3)CC1 | 1 | -1 | -5 | -5 | 3 | -4 | 7 | -1 | 1 | 0.4
COc1ccccc1CNC(=O)COC(=O)c1cccc(S(=O)(=O)N2CCCC2)c1 | -6 | 3 | 0 | 18 | -1 | -4 | 2 | -6 | -8 | 0.2
O=C(Nc1ccc(O)cc1)c1cc(S(=O)(=O)N2CCCC2)ccc1Cl | -7 | -2 | 3 | 2 | -1 | 7 | 2 | 0 | 7 | 0.3
CCOC(=O)c1ccc(NC(=O)CSc2nncn2-c2cccnc2)cc1 | -2 | 0 | 1 | -3 | -1 | 7 | -1 | -1 | -3 | -0.4
NC(=O)c1ccc(Oc2cccc3cccnc23)c([N+](=O)[O-])c1 | 4 | 1 | -56 | 6 | -51 | 7 | 3 | -22 | 4 | 0.3
Cc1ccc(C(=O)c2c[nH]c3c(F)cc(F)cc3c2=O)cc1 | -1 | 1 | -1 | 11 | 0 | -6 | -5 | 2 | 4 | 0.0
COC(=O)c1ccccc1N1C(=O)C2C(C1=O)C1C=CC2C12CC2 (stereo not drawn) | -10 | 1 | -4 | -6 | -1 | -4 | 2 | 3 | -3 | 0.4
CCOc1ccccc1NC(=O)NC1(C(=O)N2CCN3CCCC3C2)CCCCC1 (stereo not drawn) | 4 | 4 | -8 | 8 | 0 | 1 | -6 | -6 | 4 | -0.9
CCCC(=O)Oc1c(S(=O)(=O)c2ccc(C)cc2)c(C)nn1C(C)(C)C | 0 | 2 | 3 | -23 | 2 | 0 | -4 | 0 | 1 | -0.2
O=C(CCCNC(=O)/C(=C\c1ccccc1F)NC(=O)c1ccccc1)OCc1ccccc1 | -5 | 4 | -17 | -3 | -8 | 5 | -2 | 0 | -6 | 0.7
CCN(CC)C(=O)c1cn(CCC#N)nc1-c1ccc2ccccc2c1 | -7 | 1 | 6 | -15 | 5 | 2 | -7 | 3 | 0 | -0.2
CC(CCN1CCN(c2ccc(F)cc2)CC1)c1ccccc1 (stereo not drawn) | 10 | 5 | 2 | -32 | 7 | 1 | 1 | 2 | 1 | 0.1
CCN1Cc2nnn(CC3CCCCC3)c2-c2ccccc2S1(=O)=O | / | 7 | 6 | 0 | -1 | / | -3 | -2 | -4 | -0.3
Cc1ccc(C)c(N=Nc2ccc(O)c3ncccc23)c1 | 5 | 3 | 10 | -7 | 3 | 1 | -7 | 0 | -7 | -0.3
[O-][n+]1onc2c1CCc1c-2nc(-c2ccccc2)n1OCc1ccccc1 | -7 | 0 | -7 | -4 | 1 | 5 | -3 | -5 | 3 | 0.0
S=c1nc(C2CC2)[nH]c2ccccc12 | 1 | 3 | 2 | -3 | -9 | 5 | -1 | -1 | -2 | 0.6
Following part.
SMILES | ASAP1 inh | LEDGF integ inh | ADAM10 inh | TDP2 absorb | PLCg1 inh | ARFGAP1 inhibitor | DDE Tn6 FP inh | ADAM17 inh | Tn7 DDE FP | KLK7 zymogen act
Cc1ccccc1Oc1ccc2c(c1)[C@@H]1C[C@H](N(C)C(=O)c3cccnc3)[C@H]([C@H](C)O)C(=O)N1CC2 | -10 | -5 | -3 | 7 | -3 | 6 | 2 | -4 | 9 | -0.5
N#Cc1cccc(C(=O)NCC2CCN(C(=O)C(=O)c3cc4ccccc4o3)CC2)c1 | -11 | 0 | 1 | 12 | -1 | 8 | 2 | -3 | 6 | 1.0
CCOc1ccc(C(=O)CN2CCN(S(=O)(=O)c3ccc(Br)cc3)CC2)cc1 | 3 | 0 | 11 | 5 | 0 | 0 | 3 | 0 | -1 | 0.6
O=C(c1cccc(Cl)c1)N1CCN(c2ncnc3c2cnn3-c2ccccc2)CC1 | -14 | 2 | -1 | -6 | 3 | -6 | 1 | -4 | 0 | 0.7
CCOc1ccccc1CNC(=O)C1CCCN(c2nn3c(=O)cc(C)nc3s2)C1 (stereo not drawn) | 1 | 0 | -7 | -1 | -1 | 15 | 0 | -2 | -7 | -0.3
Cc1cc(OCC(=O)Nc2ccc(F)c(F)c2)nc(C(C)C)n1 | -10 | -3 | 6 | 0 | 3 | -5 | -4 | -2 | 7 | -1.2

Bioassay records from PubChem BioAssay.
